# Bcl-xL primary: Bcl-xL (human) inhibition; Q07817; GST-Bcl-xL / FITC-Bim BH3 peptide fluorescence polarization; inhibition, % at 10.9 µM; 0.7% of 320,000 active; AID 2129;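 active = inhibition above the mean of all tested compounds plus 3 SD, cutoff set per campaign, cut at about 30% in these data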;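 also: 0% = DMSO wells and 100% = unlabeled Bim-BH3 peptide competitor; inhibitors lower millipolarization by displacing the labeled peptide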
# MEX-5 binding: C. elegans MEX-5 TCR-2 RNA binding activity; MEX-5/FITC-TCR2 RNA binding, fluorescence polarization; active compounds read low; activity score (negative = inhibition of binding), % at 10 µM; 0.38% of 300,000 active; AID 1832;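 active = inhibition past about -25% in most replicates, and total fluorescence under double the plate's negative control median, limit read from the data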;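 also: 0% = DMSO and -100% = 5 µM competing unlabeled TCR2 RNA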
# CR mimetic SO: caloric restriction mimetics inhibiting age-related superoxide in yeast; S. cerevisiae aged cells, superoxide DHE fluorescence; active compounds read low; superoxide response (% of plate mean), % at 10 µM; 0.18% of 330,000 active; AID 2690;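 active = superoxide response under a set limit, about three screen SD below normal, cut at about 65% in these data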;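 also: yeast aged for seven days with compound at 30 °C before DHE staining; 100% = average MFI of all compound-treated wells on the plate with controls excluded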
# GLD-1 RNA inh: GLD-1-TGE RNA interaction inhibition (C. elegans); purified GLD-1 + fluorescein TGE RNA, fluorescence polarization; Q17339; 0.44% of 320,000 active; inhibition, % at 5.96 µM;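 active = percent inhibition above a per-plate cutoff, the plate mean of test compounds plus 3 SD, cut at about 30% in these data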;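 also: 0% = DMSO wells with GLD-1 and probe and 100% = wells lacking GLD-1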
# Target sequence (Q17339 whole entry, looked up): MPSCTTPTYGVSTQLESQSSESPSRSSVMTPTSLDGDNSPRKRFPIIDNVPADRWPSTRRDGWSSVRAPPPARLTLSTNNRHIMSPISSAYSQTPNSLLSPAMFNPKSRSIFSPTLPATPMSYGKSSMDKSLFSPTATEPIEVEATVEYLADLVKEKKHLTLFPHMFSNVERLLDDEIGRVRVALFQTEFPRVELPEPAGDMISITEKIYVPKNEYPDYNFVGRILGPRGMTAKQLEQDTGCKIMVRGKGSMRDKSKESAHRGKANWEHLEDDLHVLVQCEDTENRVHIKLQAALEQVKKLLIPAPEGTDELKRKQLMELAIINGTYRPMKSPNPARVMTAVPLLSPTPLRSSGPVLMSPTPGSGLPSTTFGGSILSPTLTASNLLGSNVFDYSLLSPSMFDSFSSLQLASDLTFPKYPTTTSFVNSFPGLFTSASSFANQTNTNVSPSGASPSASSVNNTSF
# Efflux pump mplx: inhibitors of Candida antifungal efflux pumps expressed in yeast | S. cerevisiae Candida pump triplex, Nile Red efflux | inhibition, % at 10 µM | 0.44% of 330,000 active | AID 485275;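 active = plate passing quality check with inhibition over a set limit, or well fluorescence over plate mean plus 4 SD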;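 also: Nile Red retained in pooled yeast measured as flow cytometry median fluorescence; 0% = buffer negative control and 100% = Enniatin B positive control; higher means more Nile Red kept so more efflux inhibition; some compounds called inactive have numbers as strong as hits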
# Fam108B inh: Fam108B inhibition, counter-screen for RBBP9 inhibitors; recombinant Fam108B, FP-Rh probe fluorescence polarization; inhibition, % at 9.51 µM; 0.33% of 300,000 active;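 active = inhibition above the screen mean inhibition plus 3 SD, computed separately per campaign, cut at about 18% in these data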;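 also: inhibitors lower polarization as less probe binds the enzyme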
# ZTA counter: counter-screen for EBNA-1 inhibitors: inhibitors of Epstein-Barr virus ZTA; 0.15% of 320,000 active; P03206; AID 2234; inhibition, % at 11 µM; ZTA-DNA binding, fluorescence polarization; in the data active = inhibition above about 33%
# Target sequence (P03206 whole entry, looked up): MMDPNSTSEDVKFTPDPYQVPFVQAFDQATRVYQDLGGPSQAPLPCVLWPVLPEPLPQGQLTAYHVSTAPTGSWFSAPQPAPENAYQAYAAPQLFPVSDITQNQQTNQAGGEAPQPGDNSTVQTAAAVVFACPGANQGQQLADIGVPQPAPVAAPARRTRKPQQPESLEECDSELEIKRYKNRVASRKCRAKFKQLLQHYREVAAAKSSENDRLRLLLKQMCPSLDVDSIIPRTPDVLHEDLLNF
# MCL1-BIM inh: disrupts human MCL1 binding to BIM-BH3 peptide; 0.68% of 320,000 active; inhibition, % at 10.9 µM; Q07820; GST-MCL1 / FITC-Bim-BH3 fluorescence polarization; AID 2057;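 active = inhibition above the mean inhibition of all tested compounds plus 3 SD, set per campaign, cut at about 40% in these data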;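 also: 0% = DMSO wells and 100% = unlabeled Bim-BH3 peptide control; higher means more loss of mP so more displacement of Bim peptide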
# Target sequence (Q07820 whole entry, looked up): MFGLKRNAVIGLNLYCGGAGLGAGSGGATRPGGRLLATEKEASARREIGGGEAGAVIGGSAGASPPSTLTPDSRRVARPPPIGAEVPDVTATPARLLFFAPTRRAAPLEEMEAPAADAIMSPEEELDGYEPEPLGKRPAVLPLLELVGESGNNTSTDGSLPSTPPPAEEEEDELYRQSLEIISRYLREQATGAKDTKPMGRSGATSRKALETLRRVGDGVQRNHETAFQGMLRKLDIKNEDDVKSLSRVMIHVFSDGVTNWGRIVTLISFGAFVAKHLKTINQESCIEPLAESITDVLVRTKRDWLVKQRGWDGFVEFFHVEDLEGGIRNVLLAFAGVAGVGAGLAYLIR
# EBNA-1 inhibitor: blocks EBNA-1 binding to DNA | EBNA-1 DNA binding, fluorescence polarization | inhibition, % at 14.8 µM | 0.34% of 300,000 active | AID 1950; in the data active = inhibition above about 28%
# Numbers without * were called inactive; · = no result given.
SMILES,Bcl-xL primary,MEX-5 binding,CR mimetic SO,GLD-1 RNA inh,Efflux pump mplx,Fam108B inh,ZTA counter,MCL1-BIM inh,EBNA-1 inhibitor
CCCNC(=O)C1CC(=O)N(c2ccc(OCc3ccc(F)cc3)cc2)C1 (stereo not given),-6,3.3,101,-8,0.0,1,2,-8,0
CC(C)(C)C1CCC(C(=O)OCC(=O)c2ccc[nH]2)CC1 (stereo not given),5,0.0,102,3,0.1,-3,2,9,4
CCOc1ncccc1C(=O)OCCN1C(=O)c2ccccc2C1=O,-2,-1.3,91,-1,0.0,-1,-19,3,0
C[C@H](NC(=O)OCc1ccccc1)c1nnc([C@H](C)NC(=O)OCc2ccccc2)o1,7,-0.8,99,5,0.0,6,-2,9,11
O=C(O)Cc1sc(Nc2cccc3ccccc23)nc1-c1ccccc1,0,·,98,6,-0.2,·,5,-4,·
Cc1cccc(/C(N)=N/OC(=O)c2cccs2)c1,4,0.6,102,3,0.0,0,-9,5,1
CCNC(=O)c1cc2c(=O)n3cccc(C)c3nc2n(CCc2ccccc2)c1=N,16,-66*,106,-2,0.1,-1,-11,6,-8
CC(C)(C)c1ccc(C(=O)NN=C2CCCC2)cc1,5,1.4,103,4,-0.2,-2,-12,7,-3
CCCn1c(SCC(=O)NCC(=O)Nc2ccc(F)c(F)c2F)nc2ccccc2c1=O,1,·,93,0,-0.1,·,0,2,·
O=C(NC(Cc1ccccc1)c1nc2ccccc2[nH]1)c1ccc(Cl)c([N+](=O)[O-])c1 (stereo not given),3,2.0,94,6,0.0,-7,-1,-3,-11
CCCn1cc(S(=O)(=O)c2ccc(OC)cc2)c(=O)c2cc(OC)ccc21,5,-1.9,102,5,-0.1,-4,-1,-7,-4
Cc1cc(C)c(OCCCCN(C)C)c(Br)c1,3,-0.3,98,4,0.1,4,4,-2,-9
Cc1ccc(C)c(N2N=C(C(=O)OCc3nnc(-c4ccccc4)o3)CCC2=O)c1,-1,0.7,83,-1,0.1,1,5,-10,-3
CCC1CN(C(=O)N2CCC(C(=O)NCc3ccco3)CC2)c2cc(C)ccc2O1 (stereo not given),3,1.4,84,-2,0.0,1,-1,-3,5
CCC(C)C(NC=C1C(=O)OC(C)(C)OC1=O)C(=O)O (stereo not given),-4,-1.4,114,7,0.1,-5,2,-9,5
COc1cccc2c(=O)n(CC(=O)Nc3cccc(F)c3)ccc12,-2,-4.8,109,5,0.1,-3,-8,0,6
CCN1CCc2nc(SCC(=O)Nc3ccc(OC)cc3)c(C#N)cc2C1,21,-2.0,99,1,-0.1,1,-14,21,-3
CCN(Cc1nc2ccccc2n1C)c1ccccc1,1,-1.1,91,-4,0.0,-2,-5,3,0
Cc1c(N/C(=N/S(=O)(=O)c2ccc(Cl)cc2)c2ccccc2)c(=O)n(-c2ccccc2)n1C,4,2.2,93,-1,-0.1,0,-12,10,1
O=C(NCc1ccc(F)cc1)C(Cc1ccccc1)NS(=O)(=O)c1cccs1 (stereo not given),-1,0.4,116,6,0.1,-1,-3,-5,-4
CCCCOc1ccc(OC(=O)c2cccnc2)cc1,8,-0.7,105,2,0.1,6,3,6,-17
O=C(O)c1ccccc1SCc1csc(-c2ccccc2)n1,5,1.1,116,1,0.1,-4,-13,8,-9
Cc1cccc(-n2ccc(=O)c(C(=O)O)n2)c1,5,3.5,85,2,0.2,-1,7,7,6
O=C(NCC(=O)N1CCCC(C(F)(F)F)C1)c1ccco1 (stereo not given),1,·,89,7,-0.1,·,2,-7,·
O=C(O)[C@H]1CCCC[C@H]1C(=O)Nc1ccc(Nc2ccccc2)cc1,8,1.5,92,-1,-0.1,4,-3,2,-7
COc1ccc(Cn2c(O)c(/C=C3/C=CC=N3)c(=O)[nH]c2=O)cc1,-8,·,102,-2,0.0,-1,-1,-15,-3
COc1ccc(Cc2noc(-c3ccc(OC)c(OC)c3)n2)cc1OC,2,-2.0,104,4,0.0,3,-17,-3,1
Cc1nc2sccn2c(=O)c1S(=O)(=O)Nc1ccc(N2CCN(C)CC2)cc1,1,-2.3,100,-5,0.4,1,10,0,-16
O=C(CC1C(=O)NCCN1Cc1cccc(F)c1)NCCCOc1cccnc1 (stereo not given),18,-8.9,97,22,0.2,7,-3,21,-5
CCOC(=O)C(CC(=O)Nc1nc(C(C)=O)c(C)s1)C(C)c1ccccc1 (stereo not given),5,1.3,107,0,-0.2,1,-13,-3,-1
Cc1cccc(C)c1NC(=S)N/N=C1\CC2CC=CC12 (stereo not given),-2,-3.6,98,6,-0.1,0,1,-2,-5
Cc1ccc(S(=O)(=O)c2nnn(-c3cccc(F)c3)c2N)cc1,10,3.6,107,-2,0.0,-3,4,1,-9
COC(=O)c1ccc(Oc2cc(C)nc(NCc3ccccc3)n2)cc1,0,-2.0,87,3,0.0,-2,-7,-2,0
CN(/N=C/c1ccc(N(C)C)cc1)C1=NS(=O)(=O)c2ccccc21,14,42,104,6,0.2,-40,2,4,-12
COCCCNC(=O)CC1Oc2ccccc2NC1=O (stereo not given),3,-0.6,101,10,-0.1,1,-2,3,7
COc1ccccc1C(=O)NC(=O)COC(=O)c1oc2ccccc2c1C,1,·,87,7,0.2,·,-3,-8,·
O=C(N/N=C/c1ccncc1)c1ccc(-n2cccc2)cc1,8,-2.3,100,3,0.0,-3,6,11,-6
O=C(O)C1CC=CCC1C(=O)NCc1cn2ccccc2n1 (stereo not given),4,-0.7,114,2,-0.1,0,-3,5,4
CCn1nnnc1-c1ccc(OC)c(S(=O)(=O)Nc2ccc(S(N)(=O)=O)cc2)c1,3,0.0,95,3,-0.1,-1,-5,0,5
COc1cc(/C=C/C(=O)OCC(=O)NCC(=O)Nc2cccc(C)c2C)ccc1OC(F)F,4,·,91,-3,-0.2,·,-1,-1,·

# Full records as entered above.
# Listed for `O=C(O)C1CC=CCC1C(=O)NCc1cn2ccccc2n1` (stereo not given) : Bcl-xL primary: 4; MEX-5 binding: -0.7; CR mimetic SO: 114; GLD-1 RNA inh: 2; Efflux pump mplx: -0.1; Fam108B inh: 0; ZTA counter: -3; MCL1-BIM inh: 5; EBNA-1 inhibitor: 4
# Listed for `Cc1ccc(S(=O)(=O)c2nnn(-c3cccc(F)c3)c2N)cc1` : Bcl-xL primary: 10; MEX-5 binding: 3.6; CR mimetic SO: 107; GLD-1 RNA inh: -2; Efflux pump mplx: 0.0; Fam108B inh: -3; ZTA counter: 4; MCL1-BIM inh: 1; EBNA-1 inhibitor: -9
# Listed for `COc1ccccc1C(=O)NC(=O)COC(=O)c1oc2ccccc2c1C` : Bcl-xL primary: 1; MEX-5 binding: ·; CR mimetic SO: 87; GLD-1 RNA inh: 7; Efflux pump mplx: 0.2; Fam108B inh: ·; ZTA counter: -3; MCL1-BIM inh: -8; EBNA-1 inhibitor: ·

# Compounds from the list above containing an NH in an aromatic ring (3):
SMILES,Bcl-xL primary,MEX-5 binding,CR mimetic SO,GLD-1 RNA inh,Efflux pump mplx,Fam108B inh,ZTA counter,MCL1-BIM inh,EBNA-1 inhibitor
CC(C)(C)C1CCC(C(=O)OCC(=O)c2ccc[nH]2)CC1 (stereo not given),5,0.0,102,3,0.1,-3,2,9,4
O=C(NC(Cc1ccccc1)c1nc2ccccc2[nH]1)c1ccc(Cl)c([N+](=O)[O-])c1 (stereo not given),3,2.0,94,6,0.0,-7,-1,-3,-11
COc1ccc(Cn2c(O)c(/C=C3/C=CC=N3)c(=O)[nH]c2=O)cc1,-8,·,102,-2,0.0,-1,-1,-15,-3

# The listing continues.
SMILES,Bcl-xL primary,MEX-5 binding,CR mimetic SO,GLD-1 RNA inh,Efflux pump mplx,Fam108B inh,ZTA counter,MCL1-BIM inh,EBNA-1 inhibitor
O=C(COC(=O)c1cc(S(=O)(=O)N2CCCC2)ccc1O)Nc1ccc(SC(F)F)cc1,2,·,104,2,-0.2,·,-1,0,·
CS/C(=N\S(=O)(=O)c1cccs1)Nc1ccc(F)cc1,0,2.3,99,4,0.2,-4,6,3,8
Cc1ccccc1CN1C(=O)c2ccccc2Sc2ccc(C(=O)O)cc21,5,-1.6,98,-1,0.0,-3,-4,2,-5
O=C(N/N=C/c1ccc(N2CCOCC2)o1)c1ccccc1[N+](=O)[O-],6,0.8,102,-4,0.1,-3,-3,4,-2
O=C(Nc1ccc(N2CCOCC2)cc1)c1ccccc1SCC(=O)N1CCCC1,-6,-0.6,110,-1,0.0,-6,17,-4,1
COc1ccccc1OCc1nc(C#N)c(N2CCC(C(N)=O)CC2)o1,-4,0.4,100,-2,0.1,0,-6,-7,-9
CCc1noc(C)c1C(=O)OCC(=O)Nc1nc(-c2ccc(F)c(F)c2)cs1,0,·,124,5,0.1,·,10,-5,·
Cc1cc(Cl)cc(C)c1OCCOCCNCc1ccccc1,0,-8.7,92,2,0.1,2,8,2,4
COCCCNCCCCOc1c(Cl)cc(C)cc1Br,3,-0.2,99,2,0.0,-3,14,-1,7
Cc1ccc(-n2c(=O)c3sccc3n(CC(=O)NCc3ccco3)c2=O)cc1,2,-0.6,102,2,0.0,1,-7,-5,-7
CCOC(=O)C1=C(C)OC(N)=C(C#N)C1c1ccc(OC)c(CSc2ccccn2)c1 (stereo not given),2,1.9,99,1,-0.1,-2,0,0,9
CC(=O)Nc1cccc(/C(C)=N/NC(=O)c2cccs2)c1,-5,1.6,104,-8,0.3,1,-7,0,-10
CC(C)n1c(C(=O)OCC(=O)NCc2ccc3c(c2)OCO3)cc2sccc21,-3,1.6,100,5,0.0,-1,-1,0,-11
O=C1CCCCCN1C(=O)c1ccc(C(=O)N2CCCCCC2=O)cc1,9,-2.4,104,0,0.1,3,3,6,-1
COc1ccccc1CNC(=O)c1cc(C(C)=O)c[nH]1,4,-1.2,104,-4,0.1,0,9,10,-4
CC1=NN(c2ccc(Cl)cc2)C(=O)C1C(c1ccccc1O)c1c(C)[nH]n(-c2ccc(Cl)cc2)c1=O (stereo not given),2,2.6,126,5,-0.3,17,-18,1,-11
COc1ccc(OC)c(-c2cc(C(=O)N/N=C/c3cc(OC)c(OC)cc3OC)c3ccccc3n2)c1,2,1.6,103,0,0.0,0,8,-1,-5
O=C(O)c1ccc2c(c1)c1c3n2CCNC3CCC1 (stereo not given),0,0.3,100,-3,0.0,4,-14,-3,-2
CC(C(=O)N1CCN(Cc2ccc3c(c2)OCO3)CC1)n1cc([N+](=O)[O-])cn1 (stereo not given),1,1.0,106,2,-0.1,5,6,4,8
CC(=O)Nc1ccc(NC(=O)c2ccc3c(c2)CCN3S(C)(=O)=O)cc1,4,0.4,115,8,-0.1,2,-4,7,-10

# 2 compounds from above, limited to EBNA-1 inhibitor, Efflux pump mplx and ZTA counter.
mol,EBNA-1 inhibitor,Efflux pump mplx,ZTA counter
CCCn1cc(S(=O)(=O)c2ccc(OC)cc2)c(=O)c2cc(OC)ccc21,-4,-0.1,-1
Cc1cc(C)c(OCCCCN(C)C)c(Br)c1,-9,0.1,4

# Some of these compounds in order of heavy-atom count, largest number first.
SMILES,Bcl-xL primary,MEX-5 binding,CR mimetic SO,GLD-1 RNA inh,Efflux pump mplx,Fam108B inh,ZTA counter,MCL1-BIM inh,EBNA-1 inhibitor
CCNC(=O)c1cc2c(=O)n3cccc(C)c3nc2n(CCc2ccccc2)c1=N,16,-66*,106,-2,0.1,-1,-11,6,-8
COC(=O)c1ccc(Oc2cc(C)nc(NCc3ccccc3)n2)cc1,0,-2.0,87,3,0.0,-2,-7,-2,0
COc1ccccc1CNC(=O)c1cc(C(C)=O)c[nH]1,4,-1.2,104,-4,0.1,0,9,10,-4

# Screens as filed in PubChem.
